Compound activity (PubChem BioAssay)
RGS8-Gao = human RGS8-Galphao interaction regulation; multiplexed bead flow cytometry, RGS8-Galphao binding; actives lie on both sides; response (percent of control binding), % at 10 µM; 220,000 compounds, 0.34% hits; AID 1423; in the data active = response below about 60% or above about 140%; inactive = in between;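 note: Galphao activated as the GDP aluminium fluoride complex binding bead-coupled RGS8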
Target sequence (P09471 whole entry, looked up): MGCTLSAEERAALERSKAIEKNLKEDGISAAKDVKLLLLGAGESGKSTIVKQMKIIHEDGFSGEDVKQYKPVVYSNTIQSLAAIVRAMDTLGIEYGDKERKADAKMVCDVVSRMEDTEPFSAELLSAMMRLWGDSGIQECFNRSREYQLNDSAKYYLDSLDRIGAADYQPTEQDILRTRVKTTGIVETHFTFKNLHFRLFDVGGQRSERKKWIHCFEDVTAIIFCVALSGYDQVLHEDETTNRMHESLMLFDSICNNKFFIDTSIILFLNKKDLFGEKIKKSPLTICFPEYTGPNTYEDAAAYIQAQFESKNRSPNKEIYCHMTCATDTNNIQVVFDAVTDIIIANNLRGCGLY
Pf gametocyte = inhibitors of late stage P. falciparum gametocyte viability | P. falciparum stage V gametocytes, ATP luminescence, 24 h | AID 743093 | 150,000 compounds, 0.065% hits | inhibition, % at 10.9 µM;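 active = inhibition above the mean plus 3 SD of compounds within the control limits, set per campaign, cut at about 38% in these data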;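 note: 0% = DMSO wells and 100% = medium only without gametocytes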
ABCG2 inh = human ABCG2 inhibition, ABCB1 as counter-screen | IgMXP3 cells, JC-1 efflux, flow cytometry | inhibition, % at 6.6 µM | 190,000 compounds, 0.1% hits | AID 1325;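 active = inhibition above 80%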;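 note: 0% = DMSO and 100% = nicardipine control wells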
Target sequence (Q9UNQ0 whole entry, looked up): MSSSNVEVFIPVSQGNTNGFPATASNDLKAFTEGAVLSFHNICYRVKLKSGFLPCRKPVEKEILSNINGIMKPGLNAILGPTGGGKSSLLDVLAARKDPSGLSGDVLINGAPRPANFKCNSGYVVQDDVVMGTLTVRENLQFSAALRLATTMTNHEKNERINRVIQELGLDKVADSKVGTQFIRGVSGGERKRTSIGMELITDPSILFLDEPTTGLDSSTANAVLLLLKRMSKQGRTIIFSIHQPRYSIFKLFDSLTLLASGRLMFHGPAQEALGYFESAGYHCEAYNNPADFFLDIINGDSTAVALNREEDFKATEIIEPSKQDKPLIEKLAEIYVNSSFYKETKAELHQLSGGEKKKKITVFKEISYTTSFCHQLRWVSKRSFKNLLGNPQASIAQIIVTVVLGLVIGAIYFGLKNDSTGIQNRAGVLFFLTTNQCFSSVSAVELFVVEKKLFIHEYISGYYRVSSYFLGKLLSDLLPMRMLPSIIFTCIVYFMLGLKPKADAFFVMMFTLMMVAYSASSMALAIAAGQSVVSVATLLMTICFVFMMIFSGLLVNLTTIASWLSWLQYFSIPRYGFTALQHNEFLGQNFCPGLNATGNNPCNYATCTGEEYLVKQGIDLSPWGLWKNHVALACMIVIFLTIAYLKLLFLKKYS
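Times: 10 min at 25 °C | Test system: Two drug-resistant human cell lines, ABCG2 and ABCB1 | Quantity: 3 million cells/mL final, two lines in 1:1 ratio | Signal: Flow cytometry, 530 nm JC-1 signal | Dosing: Compound at 6.6 µM | Controls: Nicardipine and DMSO wells | Reagent: JC-1 as fluorescent efflux pump substrate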
Avidin bead fluor = compound fluoresces at 488/530 nm on avidin beads | compound fluorescence 488/530 nm, flow cytometry; stronger effect = higher value | fluorescence (KMESF) at 10 µM | 220,000 compounds, 0.38% hits | AID 1775; in the data active = fluorescence above about 47; note: inactives centre near 10
Mcl1 Bid PPI = Mcl-1/Bid interaction inhibition; Q07820; TR-FRET Mcl-1/Bid-Dy647 peptide binding, 1536-well; inhibition, % at 21.7 µM; AID 1021; 220,000 compounds, 0.97% hits;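 active = compounds that cut the binding signal by more than half at the single screening dose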;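 note: His-tagged Mcl-1 with europium anti-His antibody binding Bid BH3 peptide; 0% = Mcl-1 plus peptide wells and 100% = peptide-only wells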
RGS4-Gao reg = modulates binding of RGS4 to human Galphao. binding response (% of control), % at 10 µM. Multiplexed bead flow cytometry; actives lie on both sides. P09471. 220,000 compounds, 0.33% hits; in the data active = binding response below about 49% or above about 150%; inactive = in between;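 note: fluorescent Galphao activated with aluminum fluoride binding bead-coupled RGS4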
RGS7-Gao = regulators of human RGS7-Galphao interaction; Multiplexed bead flow cytometry, RGS7-Galphao binding; actives lie on both sides; binding response (% of control), % at 10 µM; 220,000 compounds, 0.35% hits; AID 1439; in the data active = binding response below about 49% or above about 150%; inconclusive = no clear call, values can overlap the other calls; inactive = in between;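 note: fluorescent Galphao held in activated GDP-AlF4 state binding bead-coupled RGS7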
GSH bead fluor = compound fluoresces at 488/530 nm on GSH beads; 190,000 compounds, 0.25% hits; fluorescence (KMESF) at 10 µM; GSH beads flow cytometry, compound fluorescence 488/530 nm; stronger effect = higher value; AID 1776; in the data active = fluorescence above about 89;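 note: glutathione beads carrying GST-tagged Bcl family fusion proteins plus one bare bead set; values are compound well signal with DMSO vehicle wells as background; inactives centre near 16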
Bim-Mcl-1 = disrupts Bim peptide binding to human Mcl-1 | Q07820 | 190,000 compounds, 0.1% hits | AID 1009 | Bead-based flow cytometry, Bim peptide-Mcl-1 binding | inhibition, % at 10 µM; in the data active = inhibition above about 40%;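 note: 0% = no compound tracer wells and 100% = peptide blocker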
Mcl1 Noxa PPI = Mcl-1/Noxa interaction inhibition | TR-FRET Mcl-1/Noxa peptide binding, 2 h | inhibition, % at 21.7 µM | 220,000 compounds, 1.5% hits;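 active = compounds that cut the protein-peptide binding signal by more than 50% relative to plate controls in a single-dose test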;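 note: His-tagged Mcl-1 with rhodamine Noxa BH3 peptide and terbium anti-His antibody; 0% = Mcl-1 plus Noxa peptide wells and 100% = peptide-only wells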
ABCB1 block = human ABCB1 inhibition, ABCG2 as counter-screen; P08183; CCRF-Adr cells, JC-1 efflux, flow cytometry; inhibition, % at 6.6 µM; 190,000 compounds, 0.067% hits; AID 1326; in the data active = inhibition above about 40%;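 note: 0% = vehicle and 100% = reference inhibitor; higher value means more JC-1 retained so stronger ABCB1 efflux block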
Active calls of the source: *; ? = inconclusive; / = no result given.

compound,RGS8-Gao,Pf gametocyte,ABCG2 inh,Avidin bead fluor,Mcl1 Bid PPI,RGS4-Gao reg,RGS7-Gao,GSH bead fluor,Bim-Mcl-1,Mcl1 Noxa PPI,ABCB1 block
Cc1cccc(C(=O)NC(=S)Nc2ccc(S(=O)(=O)N(C)c3ccccc3)cc2)c1,105,-13,9,5,9,106,102,50,-2,-19,1.0
COc1ccc(N2C(=O)CSC2c2ccccc2[N+](=O)[O-])cc1 (centres undefined),98,-17,1,10,-26,102,103,13,3,2,-0.3
CC(=O)c1ccc(NC(=O)COC(=O)c2ccccc2Sc2ccccc2C#N)cc1,96,5,-7,11,-14,96,99,12,-4,-16,-0.9
CCCCCC(=O)OC(CN1CCCCCC1)CN1CCCC1=O (centres undefined),99,16,/,27,-7,105,?,/,/,7,/
COc1cc(CNC(C)(C)C)cc(Br)c1OCc1cccs1,107,10,-3,24,-24,107,106,11,-9,3,-0.2
O=C1c2ccccc2NC2(CCCCC2)N1N=C1CCCCC1,98,-20,3,6,-28,102,103,10,-3,13,0.2
Cc1nn(C)c(C)c1S(=O)(=O)N1CCc2ccccc21,99,13,3,7,-28,101,100,13,0,-4,0.6
C=CC[n+]1c(-c2ccc(Cl)cc2Cl)csc1Nc1c(C)n(C)n(-c2ccccc2)c1=O,100,/,4,11,-7,102,107,15,0,22,1.2
COc1ccccc1OCc1csc(NC(=O)c2ccco2)n1,3.4*,/,17,-5,-27,-19*,-7.5*,47,0,-6,2.0
Cc1csc(NC(=O)CCc2c(C)nc3cc(-c4cccc(F)c4)nn3c2C)n1,98,/,17,6,-3,102,101,13,-1,-3,0.6
O=C(/C(=C(\O)c1ccccc1)c1nc2ccccc2[nH]1)c1ccccc1,98,17,/,7,-10,94,?,/,/,-2,/
CC1CCCCN1S(=O)(=O)c1ccc(C(=O)Nc2sccc2C(N)=O)cc1 (centres undefined),99,/,3,6,-8,96,97,23,0,14,1.1
CCc1ccc(OCC(=O)N(C)C2CCS(=O)(=O)C2)cc1 (centres undefined),99,0,1,11,-31,99,100,8,2,-18,0.0
O=C(CC1C(=O)NCCN1CC1CCCCC1)NCCc1ccc(F)cc1 (centres undefined),102,18,2,10,-4,99,102,9,-3,8,0.7
O=C(CCc1ccc(S(=O)(=O)N2CCOCC2)cc1)N/N=C/c1cccc(O)c1,102,-4,0,3,-9,101,101,6,0,12,0.4
O=C(CN1CCSC1=NCc1ccccc1)c1ccc(Cl)c(Cl)c1,102,/,13,21,18,100,100,15,-4,16,4.6
O=C(CCCN1C(=O)c2ccccc2C1=O)N1CCC(c2ccccc2)C1 (centres undefined),90,19,4,6,-2,91,94,11,-1,8,1.2
COc1ccc(NC(=O)CCOc2ccccc2)c(OC)c1,101,/,4,16,-23,100,102,61,-2,18,0.8
N=C1S/C(=C\c2ccccc2F)C(=O)N1c1ccc(F)cc1,98,/,-8,7,-39,98,99,15,-8,47,-1.5
O=C1CC(c2ccc(F)c(Br)c2)C2=C(CCCC2=O)N1 (centres undefined),100,8,3,17,4,99,93,24,0,14,1.1
CCC(C)NC(=O)Cn1c(=O)sc2ccccc21 (centres undefined),95,-3,-1,8,-21,96,92,26,0,-3,-0.2
CC(C)(C)NC(=O)CSc1nc(-c2ccc(F)cc2)cs1,102,-5,18,9,-29,104,?,11,0,18,1.7
CCCCn1c(-c2ccncc2)nc2c1c(=O)[nH]c(=O)n2CC(C)C,102,/,-2,13,-17,95,98,20,-4,-14,-3.0
CC(=O)[C@@H]1[C@@H](C(=O)c2ccc(C)cc2)[C@]2(C(=O)Nc3ccccc32)[C@H]2C=Cc3cc(F)ccc3N12,100,/,6,7,-7,99,99,10,11,18,1.5
CCOC(=O)NC(NC(=S)Nc1ccccc1OC)C(Cl)(Cl)Cl (centres undefined),100,9,-1,6,-19,96,102,9,-5,26,-0.4

Additional compounds
molecule | RGS8-Gao | Pf gametocyte | ABCG2 inh | Avidin bead fluor | Mcl1 Bid PPI | RGS4-Gao reg | RGS7-Gao | GSH bead fluor | Bim-Mcl-1 | Mcl1 Noxa PPI | ABCB1 block
CCOC(=O)N1CCN(C(=O)c2ccc3c(c2)NC(=O)C(N2CCOCC2)S3)CC1 (centres undefined) | 99 | / | 0 | 7 | -17 | 98 | 103 | 20 | -5 | -4 | -0.5
O=C1NC(Cc2ccccc2)C(=O)N1CC(=O)N1CCCc2ccccc21 (centres undefined) | 101 | 8 | 1 | 9 | -27 | 101 | ? | 13 | 0 | -6 | 0.1
CCN(CC)CCNC1=CC(=O)OC12CCCCC2 | 104 | / | 4 | 9 | -8 | 109 | 105 | 21 | 0 | -11 | 0.1
O=C(CSC1=Nc2ccccc2C2=NC(CC(=O)N3CCN(c4ccccc4)CC3)C(=O)N12)NCC1CCCO1 (centres undefined) | 100 | / | -3 | 9 | -16 | 104 | ? | 17 | -1 | 12 | 1.5
CN(C)C(CNC(=O)/C=C/c1cccc(Cl)c1)c1ccccc1 (centres undefined) | 103 | 0 | 0 | 13 | -17 | 101 | ? | 13 | 0 | 2 | 0.0
CCOc1ccc(OCC)c(NC(=O)C2CCN(S(=O)(=O)c3cccnc3)CC2)c1 | 103 | / | 15 | 14 | -25 | 99 | 100 | 28 | -6 | -7 | 0.2
CCCOc1ccccc1C(=O)N(Cc1cccs1)C1CCS(=O)(=O)C1 (centres undefined) | 95 | 10 | 2 | 29 | -31 | 91 | 94 | 14 | 0 | 5 | 1.2
Cc1ccc(CN(Cc2ccco2)C(=S)Nc2ccccc2C)cc1 | 101 | 20 | 5 | 11 | -34 | 100 | ? | 16 | -2 | 6 | 2.3
NS(=O)(=O)c1cccc(NC(=O)CSc2nc3ccccc3n2-c2ccccc2)c1 | 101 | -9 | -3 | 11 | -10 | 103 | ? | 19 | -1 | -26 | -1.2
CCOC(=O)c1ccc(NC(=O)CSc2nc(NC(=O)c3ccccc3)c3c(C)c(C)oc3n2)cc1 | 103 | 10 | 6 | 15 | -8 | 102 | 102 | 35 | -4 | 16 | 1.8
Cc1ccc(NC(=O)COC(=O)CCC(=O)c2cccs2)c(C)c1 | 98 | -15 | 21 | 9 | -19 | 101 | 102 | 15 | 2 | 7 | -1.5
O=c1cc(Cl)c(-c2ccccc2)n[nH]1 | 103 | / | 11 | 12 | -20 | 106 | 104 | 30 | -4 | 7 | 2.3
N#Cc1ccc(Oc2nc(Nc3ccc(F)cc3)nc(N3CCCC3)n2)cc1 | 104 | / | 9 | 8 | -9 | 99 | 99 | 19 | -1 | -5 | 1.9
Cc1cc(C)c(NC(=O)CSc2nnc(-c3ccncc3)n2Cc2ccco2)c(C)c1 | 96 | / | 9 | 9 | -20 | 95 | 96 | 11 | 2 | 10 | 1.1
N#CCCN(C(=O)COC(=O)C1CCN(S(=O)(=O)c2cccs2)CC1)c1ccccc1 | 97 | / | 19 | 7 | -4 | 96 | 99 | 14 | 0 | -8 | 1.3
O=C(N/N=C/c1ccc(O)cc1)c1csc2ccccc12 | 96 | 19 | 1 | 30 | -62 | 92 | 93 | 8 | -6 | 21 | 0.1
Cc1ccc(-n2[nH]c(C)c(C=Nc3ccc(S(=O)(=O)Nc4nc(C)cc(C)n4)cc3)c2=O)c(C)c1 | 97 | 18 | 1 | 7 | -69 | 94 | 101 | 18 | -9 | 28 | 0.1
Cc1cc(=O)[nH]c(SCC(=O)Nc2ccc(Br)cc2)c1C#N | 98 | -6 | -4 | 18 | -30 | 100 | 101 | 30 | -2 | -20 | -0.1
NC(=NCCc1ccc(Cl)cc1)NS(=O)(=O)c1ccc(F)cc1 | 90 | / | 3 | 6 | 6 | 86 | 87 | 10 | -3 | 4 | 0.6
Cc1cc(N/N=C/c2ccncc2)c([N+](=O)[O-])cc1[N+](=O)[O-] | 99 | 21 | / | 7 | -8 | 99 | ? | / | / | 12 | /
COc1ccc2[nH]c3c(=O)n(CCCCC(=O)N4CCCC4)c(=S)[nH]c3c2c1 | 102 | -2 | 1 | 8 | -11 | 108 | 106 | 15 | 0 | 28 | 0.1
COc1ccc(-c2cn3ccccc3n2)cc1[N+](=O)[O-] | 99 | 18 | 31 | 13 | -16 | 103 | 99 | 12 | -1 | 17 | 1.4
Cc1ccc(CCN2CC(C(=O)NCc3ccc4c(c3)OCO4)CC2=O)cc1 (centres undefined) | 102 | -19 | / | 4 | -25 | 105 | ? | / | / | -7 | /
Cc1ccc(OCCCn2ccnc2)c([N+](=O)[O-])c1 | 102 | / | 26 | 8 | -1 | 104 | 106 | 8 | -1 | 32 | 2.4

3 entries from above, ordered by heavy-atom count, ascending.
molecule | RGS8-Gao | Pf gametocyte | ABCG2 inh | Avidin bead fluor | Mcl1 Bid PPI | RGS4-Gao reg | RGS7-Gao | GSH bead fluor | Bim-Mcl-1 | Mcl1 Noxa PPI | ABCB1 block
COc1ccc(-c2cn3ccccc3n2)cc1[N+](=O)[O-] | 99 | 18 | 31 | 13 | -16 | 103 | 99 | 12 | -1 | 17 | 1.4
Cc1cc(N/N=C/c2ccncc2)c([N+](=O)[O-])cc1[N+](=O)[O-] | 99 | 21 | / | 7 | -8 | 99 | ? | / | / | 12 | /
NC(=NCCc1ccc(Cl)cc1)NS(=O)(=O)c1ccc(F)cc1 | 90 | / | 3 | 6 | 6 | 86 | 87 | 10 | -3 | 4 | 0.6

The listing continues.
molecule | RGS8-Gao | Pf gametocyte | ABCG2 inh | Avidin bead fluor | Mcl1 Bid PPI | RGS4-Gao reg | RGS7-Gao | GSH bead fluor | Bim-Mcl-1 | Mcl1 Noxa PPI | ABCB1 block
N#CCCn1cc(C(=O)N2CCCCC2)c(-c2ccc([N+](=O)[O-])cc2)n1 | 100 | -13 | 6 | 9 | -4 | 101 | ? | 21 | 0 | 5 | 0.6
CCCc1nc2c(=O)n(C)c(=O)nc-2n(C)n1 | 101 | / | -2 | 3 | -22 | 101 | 97 | 11 | 1 | -7 | -0.1
c1ccc(CCc2nc3ccccc3[nH]2)cc1 | 95 | -14 | 3 | 11 | -14 | 91 | 93 | 11 | 0 | 1 | 0.5
c1sc2[n+](c1C13CC4CC(CC(C4)C1)C3)CCS2 | 95 | / | 0 | 3 | -56 | 91 | 91 | 9 | -2 | -15 | 0.3
COc1ccc(C2C3C=CCC(c4cccc(-c5ccc(C)cc5)c4)C3C(=O)N2Cc2ccccc2)cc1Cl (centres undefined) | 101 | -6 | / | 9 | -53 | 98 | ? | / | / | -8 | /
CCc1cc(C(=O)Nc2cc(S(=O)(=O)N(C)C)ccc2C)sc1C | 100 | -12 | 8 | 9 | -38 | 102 | ? | 14 | 0 | -13 | 7.3
COc1ccc(Nc2ncnc3ccccc23)c(OC)c1 | 110 | / | 8 | 6 | -10 | 98 | 99 | 24 | -3 | 15 | 0.4
COc1cc(CN2CC(=O)N(c3ccc(C)cc3)C2=S)cc(OC)c1OC | 101 | 6 | 0 | 13 | -23 | 100 | 99 | 10 | -7 | 24 | /
